HSF-1 act: increases HSF-1 driven luciferase reporter signal | activation, % at 9 µM | hit rate 1.7% among 300,000 | NIH3T3-HGL HSF-1 luciferase reporter, MG132, 8 h; 100% = twice DMSO control signal;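 active = mean replicate activation of at least 50% with a set share of replicates each reaching 50%; inconclusive = only one of those two conditions met; inactive = mean below 50% and too few replicates reaching it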;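 also: 0% = median of the neutral control wells and 100% = twice that signal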
IEC-6 cytotox: counter-screen for KLF5 inhibitors: cytotoxicity in IEC-6 cells | IEC-6 cytotoxicity, luminescence viability | inhibition, % at 5 µM | hit rate 0.78% among 290,000 | AID 1825; in the data active = inhibition above about 22%;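 also: 0% = plate median of test compound wells and 100% = cytotoxic reference compound wells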
GSK3beta inhib: blocks human GSK3beta kinase activity. activity score (negative = inhibition), % at 10 µM. AID 2097. P49841. GST-GSK3beta kinase, ADP-Glo luminescence, 60 min; active compounds read low. hit rate 0.038% among 300,000;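 active = more than half of replicate wells score below -50%, meaning over 50% inhibition versus plate controls; inconclusive = some replicates but at most half score below -50%; inactive = no replicate scores below -50%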;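 also: 0% = median DMSO wells and -100% = median GW8510 positive control wells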
Target sequence (P49841 whole entry, looked up): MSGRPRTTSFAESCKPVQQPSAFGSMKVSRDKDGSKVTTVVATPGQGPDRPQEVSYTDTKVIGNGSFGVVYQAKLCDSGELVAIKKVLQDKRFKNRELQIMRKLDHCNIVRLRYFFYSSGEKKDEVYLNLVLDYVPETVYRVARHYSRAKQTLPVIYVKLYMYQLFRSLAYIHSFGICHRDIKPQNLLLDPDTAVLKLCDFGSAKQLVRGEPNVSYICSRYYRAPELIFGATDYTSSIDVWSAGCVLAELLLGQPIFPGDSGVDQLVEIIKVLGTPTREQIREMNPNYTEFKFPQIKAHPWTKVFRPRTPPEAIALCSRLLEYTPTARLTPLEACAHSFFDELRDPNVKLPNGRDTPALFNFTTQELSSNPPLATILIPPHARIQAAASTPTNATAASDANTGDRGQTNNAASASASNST
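Test system: GST-tagged human GSK3beta kinase, cell-free; evaluation: activity score scaled between in-plate DMSO and GW8510 controls; measured by: ADP-Glo luminescence; incubation: 60 min reaction, RT; benchmarks: DMSO and 20 µM GW8510; reagent: peptide substrate plus 25 µM ATP (final); medium: Tris/MgCl2 kinase buffer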
HSP90 inh: blocks HSP90-mediated luciferase refolding in reticulocyte lysate; Rabbit reticulocyte lysate, luciferase refolding luminescence, 3 h; hit rate 0.91% among 290,000; AID 1789; inhibition, % at 5.6 µM;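 active = inhibition above the screen-wide mean plus 3 SD, computed separately per campaign, cut at about 16% in these data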;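 also: 0% = DMSO wells and 100% = 60 µM geldanamycin wells; inhibitors lower the luminescence because luciferase stays unfolded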
GSK3A inh: inhibitors of human GSK-3 alpha kinase. P49840. ADP-Glo luminescence, 60 min. inhibition, % at 10 µM. hit rate 0.1% among 320,000. AID 2650;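 in the data active = inhibition above about 50%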;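 also: GST-tagged GSK-3 alpha with peptide substrate and 25 µM ATP; 0% = DMSO neutral wells and 100% = GW8510 positive control wells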
Target sequence (P49840 whole entry, looked up): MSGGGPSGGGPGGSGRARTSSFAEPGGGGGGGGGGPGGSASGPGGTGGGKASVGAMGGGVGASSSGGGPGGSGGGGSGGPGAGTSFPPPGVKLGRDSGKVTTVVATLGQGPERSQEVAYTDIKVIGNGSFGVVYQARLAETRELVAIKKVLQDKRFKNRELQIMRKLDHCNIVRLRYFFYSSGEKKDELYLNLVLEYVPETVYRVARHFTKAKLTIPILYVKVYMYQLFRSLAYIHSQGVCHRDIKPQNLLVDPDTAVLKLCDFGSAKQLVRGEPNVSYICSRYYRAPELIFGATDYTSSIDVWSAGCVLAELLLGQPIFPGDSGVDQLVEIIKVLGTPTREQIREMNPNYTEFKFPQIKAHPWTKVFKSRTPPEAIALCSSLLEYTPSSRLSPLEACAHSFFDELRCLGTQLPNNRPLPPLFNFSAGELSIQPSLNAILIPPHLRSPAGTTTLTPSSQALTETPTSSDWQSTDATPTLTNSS
Platelet DG rel: modulates dense granule release in human platelets; AID 1663; inhibition, %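 (compounds screened at 7.5 µM in platelet-rich plasma)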; human platelet-rich plasma, SFLLRN dense granule ATP release, luminescence; hit rate 0.22% among 300,000;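 active = mean replicate score, as percent of positive control, at or above 50; inconclusive = mean below 50 but at least one replicate at or above 50; inactive = mean and every replicate below 50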
DYRK1A inh: Dyrk1A (rat) kinase inhibition. Q63470. ADP-Glo luminescence, NFATc1 peptide. inhibition, % at 12.5 µM. hit rate 0.43% among 310,000; in the data active = inhibition above about 50%;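 also: plate controls were vehicle with enzyme for no effect and no enzyme for full effect; many of its hits are not listed in these tables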
KLF5 inhibitor: suppresses KLF5 promoter-driven expression | DLD-1 KLF5 promoter-luciferase reporter, luminescence | inhibition, % at 5 µM | hit rate 0.23% among 290,000 | AID 1700;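 active = inhibition above a per-plate limit of that plate's mean compound inhibition plus 3 SD, cut at about 60% in these data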;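 also: 0% = DMSO wells and 100% = LY294002 at 200 µM; higher means less KLF5 promoter-driven luciferase light; inactives centre near -14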
aSyn 5UTR inh: MLPCN primary screen, SNCA 5' untranslated region; alpha-synuclein 5'UTR reporter, inhibitor activity; inhibition, % (tested at 7.5 µM); hit rate 0.82% among 300,000; in the data active = inhibition above about 60%; inconclusive = no clear call, values can overlap the other calls;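 also: H4 neuroglioblastoma cells stably carrying SNCA 5'UTR luciferase fusion; 0% = DMSO wells and 100% = positive control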
HSF1 inh: HSF1 inhibition. hit rate 0.77% among 300,000. activity change, negative = inhibition, % at 7.5 µM (by protocol). AID 2098. NIH3T3-HGL HSE-luciferase, MG132-induced, luminescence 8 h; active compounds read low;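 active = more than half of replicate wells show activity change below -50%, luminescence cut by over half; inconclusive = some wells, but at most half, below -50%; inactive = no replicate well below -50%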;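 also: luciferase reports HSF-1 transcriptional activity via heat shock element; 0% = median of DMSO wells and -100% = zero luminescence signal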
The depositor's hits bear a star; ? = inconclusive; . = no result given.

SMILES | HSF-1 act | IEC-6 cytotox | GSK3beta inhib | HSP90 inh | GSK3A inh | Platelet DG rel | DYRK1A inh | KLF5 inhibitor | aSyn 5UTR inh | HSF1 inh
Cc1cccc(NC(=O)CNC(=O)CCc2nc3sc4c(c3c(=O)[nH]2)CCCC4)c1C | 11 | . | 1 | . | 2 | -7 | 30 | . | -7 | 0
CSCCC(NC(=O)c1ccccc1)C(=O)N(C)CC(=O)Nc1ccc(N2CCOCC2)cc1 (stereo not drawn) | -2 | -4 | 5 | 1 | -1 | 5 | -7 | -42 | 15 | -4
Cc1cccc(NS(=O)(=O)c2nnc(NC(=O)c3ccc(Cl)cc3)s2)c1 | 7 | -10 | 2 | 1 | -2 | -35 | -2 | -19 | 0 | -3
C=C(C)CSc1nc(N)c2c(C)c(C)sc2n1 | -9 | 4 | -15 | 3 | -1 | 1 | . | -35 | -51 | 4
CCOC(=O)N1CCN(C(=O)CSc2nc3c(cnn3-c3ccc(Cl)cc3)c(=O)[nH]2)CC1 | -1 | 0 | 1 | 2 | -2 | 0 | -1 | 4 | 33 | -1
CC(Oc1ccc(Cl)cc1Cl)c1ccnc2nc(N3CCOCC3)nn12 (stereo not drawn) | 18 | -2 | 2 | -7 | -6 | 3 | -1 | -12 | 34 | 1
COC(=O)c1c(C)[nH]c(C(=O)C(C)Sc2nnc(-c3cc(OC)c(OC)c(OC)c3)o2)c1C (stereo not drawn) | 18 | -2 | 3 | -3 | 0 | 1 | -4 | 13 | 12 | -3
CCOC(=O)N1CCN(C(=O)c2ccc3nc4cc(Cl)ccc4c(=O)n3c2)CC1 | -12 | 0 | 1 | 2 | 9 | 2 | 26 | -3 | 3 | 1
COc1ccc(/C=C/C(=O)NNc2c(F)c(F)cc(F)c2F)cc1OC | 12 | -7 | -7 | -1 | 24 | 0 | -1 | 9 | 17 | 4
CN1CCN(CCCNC(=S)Nc2ccc(F)c(Cl)c2)CC1 | 2 | -6 | 1 | -2 | 3 | 7 | -3 | -7 | -11 | 0
CC(C)(C)N(NC(=O)Nc1ccc(Cl)c(Cl)c1)C(=O)c1ccccc1 | 10 | -6 | 0 | -4 | -2 | -13 | 6 | -9 | 16 | 10
O=C(CSc1ccc(F)cc1)NC12CC3CC(CC(C3)C1)C2 | 44 | 5 | 2 | 3 | -4 | 9 | -4 | -6 | -59 | 22
Cc1cc(C)cc(N(CC(=O)NC2CCCC2)C(=O)CCC(=O)Nc2cc(C)on2)c1 | -9 | 7 | -1 | -2 | 0 | 15 | -4 | -3 | -7 | 2
CCCSc1nc(=S)n(Cc2ccccc2)c(C)c1C(C)=O | 10 | 0 | 0 | -4 | -2 | 10 | -3 | -21 | 28 | 10
C=CCc1c(C)nc(SCC(N)=O)[nH]c1=O | 1 | 1 | 2 | 1 | -2 | -2 | 7 | -5 | 26 | -4
Cc1ccc(-c2nnn(CC(=O)N(CC(=O)NC3CCCC3)c3cccc(F)c3)n2)o1 | -16 | 5 | -2 | 2 | -1 | . | -4 | -9 | 8 | -6
CN(C)CCN(C(=O)C1CCN(S(=O)(=O)c2cccs2)CC1)c1nc2ccc(F)cc2s1 | 7 | . | 1 | . | -1 | 31 | -6 | . | -22 | 11
Fc1cccc(Cl)c1Cn1nnc2c(N3CCC4(CC3)OCCO4)ncnc21 | 5 | 2 | 0 | 2 | -1 | -2 | 4 | -3 | 3 | -3
CC1CN(C(=O)CCC(=O)NCCc2ccccc2)c2ccccc2O1 (stereo not drawn) | -14 | 3 | 0 | -5 | -4 | 3 | 5 | -19 | -18 | -8
COc1ccc(OC)c(N(CC(=O)Nc2ccccc2)S(C)(=O)=O)c1 | -72 | 3 | -6 | 6 | -2 | -4 | 1 | -2 | 24 | -65*
O=C(C1=C[C@@H](c2ccc(Br)cc2)C[C@@H](OCCCCO)O1)N1CCN(Cc2ccc3c(c2)OCO3)CC1 | 2 | 0 | 0 | 12 | -1 | -3 | . | 4 | 46 | 13
CN(C)Cc1c(O)ccc2c(=O)c(-c3ccccc3)c(C(F)(F)F)oc12 | -43 | 6 | 2 | -2 | 2 | 3 | 2 | -31 | 11 | -31
CC(=O)c1ccc(NC(=S)N2C(C)CCCC2C)cc1 (stereo not drawn) | 59* | -2 | -3 | -5 | -1 | 2 | . | -4 | -24 | 17
CCOC(=O)C1CCN(S(=O)(=O)c2ccc3c(c2)N(C(C)=O)CCO3)CC1 | 4 | 4 | 0 | -2 | -2 | 5 | 0 | -2 | 18 | -4
O=C(O)c1cccc(-n2cccc2/C=C2/SC(=O)N(CC(=O)N3CCCC3)C2=O)c1 | 1 | -4 | 6 | -4 | -5 | 8 | -7 | -13 | -17 | -7
COc1cccc(CN(C)C(=O)CC2C(=O)NCCN2C2Cc3ccccc3C2)c1 (stereo not drawn) | -12 | -9 | -8 | -1 | 1 | -3 | -10 | -14 | 17 | -9
Cc1nn(C2CCCO2)c(=O)nc1N (stereo not drawn) | -6 | 1 | -2 | 0 | 1 | 4 | . | -9 | -17 | -3
CCC1(CC)C(=O)N(C)C(=O)NC1=NCc1ccccc1 | -5 | 3 | 1 | -3 | 0 | 18 | 3 | -8 | -14 | 4
N#CNC(=Nc1cccc(C(F)(F)F)c1)SCc1ccc(C(=O)O)cc1 | . | 2 | -3 | 2 | 2 | 0 | -2 | -22 | -2 | .
CCOC(=O)C1(Cc2cccc(OC)c2)CCN(Cc2cnc(C)s2)CC1 | -7 | 1 | -1 | -1 | 0 | 8 | -2 | -24 | -7 | -2
CCOC(=O)C(Sc1nnc2c3ccccc3n(CC)c2n1)C(=O)OCC | -9 | 2 | -3 | 1 | 0 | 17 | . | -27 | -16 | 2
COCCN(CC1CCCN(C2Cc3ccccc3C2)C1)C(=O)CSC (stereo not drawn) | -9 | -6 | -3 | 4 | 6 | -9 | 13 | -26 | -8 | -13
O=C(NCCN1CCCC1)C1CCC(=O)N(CCCN2CCOCC2)C1 (stereo not drawn) | 4 | 2 | -20 | -4 | -1 | -3 | 1 | -27 | 14 | 0
Cn1cc(/C=C2\SC(=O)N(c3ccccc3)C2=O)c2ccccc21 | 31 | 1 | 3 | 3 | -2 | 2 | 5 | -6 | -217 | 19
O=C(Nc1ccc(F)cc1)c1ccc(-n2ccnc2)nc1 | -3 | 6 | -3 | 0 | 2 | 1 | 8 | 17 | -2 | -13
Nc1c(C(=O)N/N=C/c2ccc([N+](=O)[O-])cc2)sc2nnc(-c3ccccc3)c(-c3ccccc3)c12 | 33 | -5 | 1 | 1 | -3 | -2 | . | 1 | 14 | -3
COC(=O)CCC(=O)CN | 0 | 5 | -3 | 0 | -1 | -1 | 0 | 6 | -9 | -8
O=C(Cn1ccc2ccccc2c1=O)NCCC(=O)Nc1ccc(F)cc1F | 48 | -1 | . | 0 | 0 | 9 | -1 | -45 | 3 | 16
CCOc1ccc(CC(=O)NNC(=S)Nc2ccc(OC)c(OC)c2)cc1 | 12 | 3 | 1 | 0 | 0 | -9 | -7 | -3 | 10 | -1
CCCNC(=O)c1nc(C)n(-c2ccc([N+](=O)[O-])cc2)n1 | 5 | 0 | 3 | 1 | 0 | 9 | -1 | -4 | 0 | 4
CCOc1cccc(-c2c(C(=O)N/N=C/c3c(F)cccc3Cl)nnn2-c2nonc2N)c1 | 13 | -5 | 4 | -1 | -3 | -12 | 11 | -6 | 7 | 3
O=C(/C=C/c1ccc2c(c1)OCCO2)N1CCN(c2ccc(F)cc2)CC1 | 35 | 3 | -2 | 4 | -2 | 1 | 0 | -15 | 2 | 1
CCCOc1ccc(-c2nnn(CC(=O)N3CCCCC3)n2)cc1 | 14 | 4 | 2 | 0 | -2 | 5 | -6 | -33 | -19 | 4
COc1ccc(C(=O)Nn2cnnc2)cc1 | 11 | 3 | 1 | 3 | -2 | . | -33 | -23 | -7 | 3
CN(C)c1ccc(CN(CC2CCCO2)C(=O)c2cccs2)cc1 (stereo not drawn) | -12 | -2 | -2 | 3 | 0 | -2 | -9 | -13 | -1 | 14
O=C(CNC(=S)N(CCCN1CCOCC1)Cc1cccs1)N1CCOCC1 | -5 | 0 | 0 | 4 | -1 | 0 | 0 | -26 | 25 | 1
O=C(CN(C(=O)CNC(=O)c1ccco1)c1ccc2c(c1)OCCO2)NC1CCCC1 | 6 | -6 | -6 | 0 | . | 1 | 2 | 8 | -13 | -7
O=C1C2C(C(=O)N1/N=C/c1ccco1)C1C=CC2C12CC2 (stereo not drawn) | -4 | -5 | 2 | 5 | -4 | 12 | 6 | -23 | -34 | 0
O=C(CCSc1ccc(Cl)cc1)N1CCN(c2ccc(O)cc2)CC1 | 18 | 0 | 4 | -4 | -2 | 10 | -2 | 22 | -4 | 14
CN(C)CCCNCCCNC(=O)c1ccccn1 | -2 | -2 | -2 | 0 | 0 | 0 | -1 | -22 | 1 | -2

(next part)
SMILES | HSF-1 act | IEC-6 cytotox | GSK3beta inhib | HSP90 inh | GSK3A inh | Platelet DG rel | DYRK1A inh | KLF5 inhibitor | aSyn 5UTR inh | HSF1 inh
O=C(NNC(=O)c1cccs1)c1ccc(Br)cc1 | 20 | -3 | 0 | -3 | -1 | -4 | -1 | -37 | -78 | -2
Cc1ccc(CNC(=O)c2cc3c(s2)CS(=O)(=O)C3)cc1 | -3 | 5 | 2 | -3 | -2 | 18 | 2 | -27 | 8 | -1
CCSc1nnc2c(n1)OC=Nc1ccc(Br)cc1-2 | -17 | 2 | 2 | -3 | -2 | -2 | -5 | -11 | -1 | 0
COc1cccc(-c2cc(C(=O)O)[nH]n2)c1 | -15 | 3 | 0 | -1 | -2 | -1 | 5 | -21 | 24 | -6
Cc1ccc(-c2nc(C3CCN(S(=O)(=O)c4ccc(C(C)(C)C)cc4)CC3)no2)cc1 | 1 | 2 | 3 | -1 | 0 | 15 | 4 | 15 | -3 | -4
COc1ccc(C(C)=O)cc1COC(=O)c1cc(C)nc2ccccc12 | 9 | -4 | 6 | 1 | -2 | -3 | 0 | 1 | 12 | 11
Cc1nc(C)c(CCNC(=O)c2ccc(C(F)(F)F)cc2)s1 | 10 | -2 | 1 | -1 | 2 | -33 | 9 | -20 | 9 | -1
CC1Cc2ccccc2N1CC(=O)NC(=O)NCc1ccco1 (stereo not drawn) | -42 | -9 | -4 | -1 | 0 | 6 | -2 | -49 | 21 | -32
Cc1onc(C(=O)NN)c1C(=O)Nc1ncc(C(F)(F)F)cc1Cl | -4 | 1 | 1 | -4 | -1 | -8 | -7 | -12 | 3 | 3
CCCn1c(-c2cccc([N+](=O)[O-])c2)nc2c1c(=O)[nH]c(=O)n2Cc1ccccc1 | 13 | 8 | -1 | -8 | 0 | -19 | 1 | 9 | ? | 13
Cc1ccc2c(c1)nnn2C1CCN(S(C)(=O)=O)CC1 | -4 | -5 | 1 | -5 | 0 | -2 | 4 | -9 | -3 | -2
O=C(COc1ccc2ccccc2c1)Nc1ccc(S(=O)(=O)N2CCCCCC2)cc1 | -5 | -4 | 1 | 1 | -2 | -8 | -4 | -12 | -14 | -16
Cc1csc(NC(=O)c2ccc(S(=O)(=O)N3CCN(C)CC3)cc2)n1 | -14 | -2 | 1 | -3 | 0 | -6 | -2 | -25 | -12 | -9

Only part of the results is shown, so the mix of outcomes need not match the whole.
